# EPAC2 agonist – qHTS for Agonist of cAMP-regulated guanine nucleotide exchange factor 4 (EPAC2): primary screen | EPAC2 activation, biochemical qHTS; response scale: 100% = 6.5 mM cAMP response | Potency, µM (series often up to 154 µM), inactives show at the highest dose activation, usual class: activators | hit rate 0.079% among 360,000 | AID 720711, 2013; further: potency means the concentration at half of the fitted maximal effect; nearly all actives have a fitted effect of over 50% in size
# Target sequence (Q8WZA2 whole entry, looked up): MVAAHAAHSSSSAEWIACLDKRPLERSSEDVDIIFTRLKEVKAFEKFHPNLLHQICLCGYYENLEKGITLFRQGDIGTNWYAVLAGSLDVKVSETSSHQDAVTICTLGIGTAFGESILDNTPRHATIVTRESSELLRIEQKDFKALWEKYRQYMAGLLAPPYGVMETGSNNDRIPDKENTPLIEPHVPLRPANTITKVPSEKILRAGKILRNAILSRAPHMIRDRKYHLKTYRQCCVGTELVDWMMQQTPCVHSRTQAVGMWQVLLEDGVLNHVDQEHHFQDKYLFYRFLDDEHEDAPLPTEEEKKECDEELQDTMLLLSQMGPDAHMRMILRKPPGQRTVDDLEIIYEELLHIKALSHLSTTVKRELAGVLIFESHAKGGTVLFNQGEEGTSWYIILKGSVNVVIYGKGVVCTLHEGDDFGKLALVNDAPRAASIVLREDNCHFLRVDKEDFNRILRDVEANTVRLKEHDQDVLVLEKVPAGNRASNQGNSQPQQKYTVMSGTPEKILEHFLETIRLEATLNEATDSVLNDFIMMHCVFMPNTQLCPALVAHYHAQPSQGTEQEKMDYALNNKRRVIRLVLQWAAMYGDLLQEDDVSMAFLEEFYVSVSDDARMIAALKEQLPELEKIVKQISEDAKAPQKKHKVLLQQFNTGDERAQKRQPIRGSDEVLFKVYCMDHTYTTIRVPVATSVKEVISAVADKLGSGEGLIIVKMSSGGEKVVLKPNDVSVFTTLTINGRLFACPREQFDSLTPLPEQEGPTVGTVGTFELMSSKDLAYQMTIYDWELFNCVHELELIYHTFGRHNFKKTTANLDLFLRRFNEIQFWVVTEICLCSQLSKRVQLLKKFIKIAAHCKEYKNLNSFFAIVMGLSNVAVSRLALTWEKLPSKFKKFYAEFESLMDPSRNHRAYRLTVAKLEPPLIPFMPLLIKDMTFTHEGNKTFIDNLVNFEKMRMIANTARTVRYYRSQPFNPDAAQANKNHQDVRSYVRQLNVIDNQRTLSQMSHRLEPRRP
#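 Exchange assay: 100 nM EPAC2 with 250 nM Rap1B-BODIPY-GDP and 50 uM GDP. Fluorescence (ex 480/em 540 nm) read every 5 min for 30 min at room temperature. Data normalized to 6.5 mM cAMP as agonist control.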
# EPAC1 antag – qHTS for Antagonist of cAMP-regulated guanine nucleotide exchange factor 3 (EPAC1): primary screen; Rap guanine nucleotide exchange factor 3 (Homo sapiens), O95398; EPAC1 GEF assay, Rap1b-BODIPY-GDP exchange fluorescence; Potency, µM (series often up to 115 µM), for inactives: top-dose activity change, negative = inhibition, actives largely listed as inhibitors; hit rate 0.14% among 360,000; AID 720709, 2013;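 further: potency means the concentration at half of the fitted maximal effect; plate controls were vehicle for no effect and positive control for full effect; nearly all actives have a fitted effect of over 50% in size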
# WRN helicase inh – qHTS for Inhibitors of WRN Helicase; Bifunctional 3'-5' exonuclease/ATP-dependent helicase WRN (Homo sapiens), Q14191; WRN helicase unwinding, fluorescent forked duplex, kinetic; Potency, µM (series often up to 114 µM), for the others: at the highest dose activity change, negative = inhibition, most hits filed as inhibitors; hit rate 0.46% among 360,000; further: potency means the concentration at half of the fitted maximal effect; on the % scale 0 is the no-effect control and ±100 the full control effect; nearly all actives have a fitted effect of over 55% in size
#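 Screening of the MLSMR collection measured strand separation of a quenched forked DNA duplex (100 nM) by 20 nM WRN with 2 mM ATP, all final. Compounds were preincubated with enzyme 15 min at room temperature.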
# EPAC1 agonist – qHTS for Agonist of cAMP-regulated guanine nucleotide exchange factor 3 (EPAC1): primary screen; Rap guanine nucleotide exchange factor 3 (Homo sapiens), O95398; EPAC1 agonist qHTS, biochemical assay; response scale: 100% = response to 6.5 mM cAMP; Potency, µM (top dose mostly 154 µM), for inactives: at the top dose activation, actives largely listed as activators; AID 720707, 2013; hit rate 0.073% among 360,000; further: potency means the concentration at half of the fitted maximal effect; nearly all actives have a fitted effect of over 60% in size
#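 Nucleotide exchange by EPAC1 (100 nM) on Rap1B–BODIPY-GDP (250 nM) in the presence of 50 uM GDP is tracked fluorescently at 480/540 nm over 30 min. Signals are normalized to a 6.5 mM cAMP control.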
# CCT modulator – High-Throughput Screening for Modulators of Cytosolic Chaperonin Activity; purified chaperonin ATPase assay, HTRF ADP detection, 30 min; activity change, % (concentration not given with the values), hits read low; hit rate 0.3% among 360,000; AID 651819, 2012; in the data active means activity change below about -30%; further: on the % scale 0 is the no-effect control and ±100 the full control effect
#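 First, chaperonin was dispensed at 40 nM or 20 nM final depending on batch activity. Next, compounds were pinned at 76 uM and ATP added at 10 uM. After 30 min at 37 °C, ADP detection reagents ran 30 min at ambient temperature.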
# PLK1 PBD block – qHTS for Inhibitors of PLK1-PDB (polo-like kinase 1 - polo-box domain): Primary Screen | Plk1 PBD binding of FITC phosphopeptide, fluorescence polarization | AID 720504, 2013 | hit rate 2.8% among 360,000 | Potency, µM, inactives show max response, negative = inhibition, hits mostly inhibitors | Serine/threonine-protein kinase PLK1 (Homo sapiens), P53350; further: potency means the concentration at half of the fitted maximal effect; series mostly up to about 57 µM; on the % scale 0 is the no-effect control and ±100 the full control effect; nearly all actives have a fitted effect of over 65% in size
# IL-2 act – qHTS of IL-2 Activators; activation, % (series mostly up to about 46 µM); hit rate 0.065% among 360,000; IL-2 activation reporter assay, cell-based qHTS; stimulated with anti-CD3/CD4/CD28 beads; in transgenic mouse T cells; in the data active means activation above about 50%; inconclusive means mostly about 30% to 49%; further: 0% is about no effect
#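 Unstimulated transgenic mouse T cells, 750 per well, received compound and, after 60 minutes, anti-CD3/anti-CD4 bead plus anti-CD28 stimulation. EGFP and DsRed were quantified after 18 hours.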
# PI5P4K alpha inh – qHTS for Inhibitors of phosphatidylinositol 5-phosphate 4-kinase (PI5P4K); Phosphatidylinositol 5-phosphate 4-kinase type-2 alpha (Homo sapiens), P48426; max response, %; PI5P4Kalpha enzyme, ADP-Glo luminescence, 60 min; active compounds read low; hit rate 1.2% among 330,000; active means max response of -50% or lower; inconclusive means between -30% and -50%; inactive means -30% or higher; further: value at the top dose of about 77 µM; on the % scale 0 is the no-effect control and ±100 the full control effect
#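 Reactions run in 0.038 M HEPES pH 7.4, 0.28 mM EGTA, 0.1% CHAPS and 5% DMSO, with PI5P4Kalpha, substrate, compound and 5 microM ATP final, one hour at room temperature. Readout is ADP-Glo luminescence.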
# The depositor's hits bear a star; ? = inconclusive; nt = not tested or not shown; [ ] = remark or other dose. Unless noted, the call rests on the fitted dose curve; in most records, active means well fitted curve in the direction sought with a large enough effect; inconclusive means small, poorly fitted or top-dose-only effect, or another doubt; inactive means no such curve, though single readings can be large; an effect the other way counts as inactive or inconclusive. The list is partial; rates above refer to the full screens.
molecule,EPAC2 agonist,EPAC1 antag,PLK1 PBD block,IL-2 act,EPAC1 agonist,PI5P4K alpha inh,WRN helicase inh,CCT modulator
CC1Cc2ccccc2N1S(=O)(=O)c1cccc(C(=O)NCCCn2ccnc2)c1 (stereo not drawn),10%,7%,-24%,0.0,7%,0,16%,-2.8
C/C(=N\N(c1ccccc1)c1ccccc1)c1ccco1,19%,-2%,-14%,-1.2,17%,-6,-7%,-3.1
CN1CCN(c2nc3c(c(=O)[nH]c(=O)n3C)n2CCCSc2nnnn2-c2ccccc2)CC1,8%,11%,-10%,0.2,5%,7,2%,2.1
C[C@@H]1CN([C@@H](C)CO)S(=O)(=O)c2ccc(Br)cc2O[C@@H]1CN(C)S(=O)(=O)c1cn(C)cn1,3%,-11%,-1%,-1.1,1%,-4,-2%,0.4
CC1Cc2ccccc2N1C(=O)/C=C/c1cccc(F)c1 (stereo not drawn),12%,-15%,-1%,-5.4,8%,5,-1%,2.0
O=C(CCOc1ccccc1)Nc1cccc(S(=O)(=O)Nc2ccccc2Cl)c1,5%,-25%,-9%,-0.7,12%,-5,-31%,-1.7
COc1ccccc1NC(=O)CN(c1ccccc1)S(=O)(=O)c1ccccc1,20%,0%,0%,0.0,21%,6,-16%,-0.9
CN1C[C@@H]2C(c3ccc(C(F)(F)F)cc3)C3(c4cccnc4)CC2(C3)[C@H]1c1ccccc1 (stereo partly drawn),4%,-20%,-2%,-0.3,3%,1,-9%,-1.1
Cc1cc(NCCN2CCOCC2)n2nc(C)c(-c3ccccc3)c2n1,6%,6%,-5%,-0.2,-4%,1,-5%,-2.2
O=C(CN1C(=O)C2C3C=CC(C3)C2C1=O)Nc1nncs1 (stereo not drawn),6%,21%,-4%,0.2,10%,4,11%,1.1
O=C(COC(=O)Cc1ccccc1F)Nc1ccc(SC(F)F)cc1,2%,-13%,-13%,-1.2,-3%,-1,-8%,1.9
CCN1C(=O)[C@@H]2[C@@H](c3ccc(SC4CCCCC4)c(OC)c3)N3CCCC[C@@]3(C(=O)OC)[C@@H]2C1=O,5%,-4%,12%,-1.2,-18%,4,-20%,0.8
CCOC(=O)Cn1c(-c2cccnc2)nc(-c2ccccc2)c1-c1ccccc1,11%,-1%,-18%,0.8,8%,2,5%,1.1
O=C1CC(c2ccc3c(c2)OCO3)c2cc3c(cc2N1)OCCO3 (stereo not drawn),15%,2%,-1%,0.5,12%,-12,1%,-3.0
O=C(OCc1cc(=O)n2c(n1)sc1ccccc12)c1ccc2c(=O)n3c(nc2c1)CCC3,-6%,3%,-14%,-1.9,2%,?,-6%[11.6 µM],0.2
Cc1ccccc1C(=O)Nc1ccc(O)c2c(=O)cc(-c3ccccc3Cl)oc12,-3%,7%,-17%,-0.5,-7%,6,5%,0.2
CCOc1ccc2ccccc2c1/C=N/NC(=O)c1ccncc1,13%,-7%,-6%,-0.1,6%,?,-3%,-1.7
CN1CC(=O)N2[C@H](c3ccc4c(c3)OCO4)c3[nH]c4ccccc4c3C[C@@H]2C1=O,-3%,6%,-2%,-0.1,-10%,3,11%,0.2
Cc1cccc(Cn2c(SCC(=O)Nc3ccccc3)nc3c2c(=O)[nH]c(=O)n3C)c1,2%,3%,-14%,-2.5,-12%,4,-4%,-1.3
COc1cccc(NC(=O)Cn2c(CCC(=O)O)ccc2-c2cccs2)c1,8%,-1%,-9%,2.1,3%,1,-12%,1.3
Cc1nc(NC(=O)/C=C/c2ccc(Cl)cc2Cl)sc1C(=O)N(C)C,0%,2%,-20%,-2.2,2%,-3,1%,0.6
CCCCN1C(=O)C(O)=C(C(C)=O)C1c1ccccc1 (stereo not drawn),-10%,-3%,-10%,-0.2,1%,-7,2%,-2.9
CCOC(=S)SCC(=O)Nc1nccs1,-5%,6%,-24%,-0.8,-4%,-7,-5%,-1.6
CCN(CC(=O)Nc1ccc(NC(C)=O)cc1)C(=O)C1COc2ccccc2O1 (stereo not drawn),4%,-4%,0%,0.3,5%,1,-9%,-1.1
COc1cccc(C(=O)c2cc3ccc(O)cc3oc2=O)c1,-3%,4%,-14%,3.9,-2%,nt,-20%,1.1
Nc1cc(N)cc(C(=O)Nc2ccc3c(c2)C(=O)NC3=O)c1,8%,6%,-6%,0.4,-1%,-21,-10%,0.7
O=C1N/C(=N\S(=O)(=O)c2ccccc2)S/C1=C\c1cc([N+](=O)[O-])ccc1O,-9%,?,27%,5.2,-12%,43,-15%,1.9
Cc1c(NC(=S)NCc2ccc(F)cc2)cccc1[N+](=O)[O-],-4%,0%,-19%,0.0,-5%,-2,1%,-2.8
CC1(C)OC(=O)C(=CNc2cccc(C(=O)O)c2)C(=O)O1,-4%,10%,1%,-0.7,-2%,-5,1%,0.9
NC1=NC[C@H](Cc2ccc(O)cc2)N1CCc1cccc(F)c1,1%,-16%,-1%,-0.1,-4%,-14,4%,1.4
COCCN(CC(=O)Nc1cccc(C)c1C)C(=O)c1cc2c(s1)CCC2,-4%,3%,-11%,-0.1,0%,?,1%[11.6 µM],0.2
Cc1ccccc1NS(=O)(=O)c1ccc(N2CCCC2=O)cc1,7%,-9%,-1%,-0.5,0%,-4,-3%,-1.5
CN1CCSc2ccc(C(=O)Nc3cc(F)ccc3F)cc21,7%,5%,?,-0.7,8%,2,3%,-1.5
CCN(CC(=O)NCc1cccs1)C(=O)/C=C/c1cc(OC)ccc1OC,8%,0%,-10%,0.1,11%,-4,4%,-2.1
COc1cc(NC(=O)C2CCN(S(=O)(=O)c3cccs3)CC2)cc(OC)c1,8%,-25%,-13%,-2.0,15%,6,-8%,-2.8
O=C(NCCCN1CCOCC1)c1onc(CSc2ccncc2)c1C(=O)NCCCN1CCOCC1,4%,-8%,-2%,0.6,9%,-8,7%,0.4
O=C(Nc1nonc1NC(=O)C1CCCCC1)C1CCCCC1,-4%,0%,-6%,-0.9,-8%,-5,-4%,-1.6
CCOc1ccc(Nc2nc3ccccc3n2C)cc1,7%,-11%,-18%,-3.5,-4%,0,?,-1.3
CC(=O)Nc1ccc(-n2c(C)nc(=O)c(-c3ccccc3)c2C)cc1,7%,-11%,-23%,1.3,4%,4,1%,1.2
CN1c2ccsc2C(=O)/C(=C\Nc2cccc(C(F)(F)F)c2)S1(=O)=O,-5%,10%,3%,4.3,4%,6,-11%,-1.2
CCCNS(=O)(=O)c1cccc(C(=O)NNC(=O)c2cc(C)oc2C)c1,-3%,-5%,1%,0.7,-1%,-7,-4%,-2.9
O=C(/C=C/c1ccccc1)Nc1cccnc1Cl,11%,13%,-15%,1.7,-6%,-8,1%,-1.7
CCC(=O)N1CCN(c2ccccc2NC(=O)COc2cc(C)ccc2C(C)C)CC1,2%,-25%,-4%,-2.6,7%,nt,-16%,-3.4
CCOc1ccc(C(=O)OCn2nnc3ccccc3c2=O)cc1OC,7%,2%,1%,-2.0,5%,nt,-8%,-1.0
O=C(Cn1cc(C(F)(F)F)ccc1=O)N/N=C/c1cccc(Cl)c1,-5%,-13%,-4%,4.2,-4%,2,8%,1.2
Cc1ccccc1NC(=O)c1cc([N+](=O)[O-])ccc1NCCN1C(=O)CCC1=O,3%,3%,-11%,-4.0,8%,2,-1%,-0.4
O=C(N[C@H]1CCCCNC1=O)c1cc(COc2ccc(F)cc2F)on1,8%,-24%,1%,-0.4,-6%,-6,1%,-1.8
Cc1cc(C)nc(NC(=O)Nc2ccc3c(c2)OCO3)c1,6%,-20%,-8%,0.2,4%,5,-4%,-0.1
Nc1nc(SCc2ccccn2)c2ncn(C3CCCC3)c2n1,0%,5%,8%,0.6,9%,-4,-2%,2.1
N=c1nc2n(cc1F)C1OC(CO)C(O)C1O2 (stereo not drawn),3%,5%,-3%,-1.8,10%,2,12%,-48*
Brc1ccc2nc(N3CCN(c4ccccc4)CC3)sc2c1,4%,-11%,-1%,4.6,-7%,1,-19%,-0.3
CCOn1c(=O)c(-c2ccc(C)cc2)[n+]([O-])c2ccccc21,6%,-7%,6%,-2.4,3%,2,2%,0.0
COc1ccc(OC)c(NC(=O)CSc2nc3scc(C)c3c(=O)[nH]2)c1,8%,-26%,-4%,0.3,-4%,-19,-8%,1.9
Cc1cc(C)n2nc(-c3cccc(Br)c3)cc2n1,6%,1%,-7%,-1.2,1%,17,9%,-0.1
O=C(CSc1n[nH]c(-c2cccnc2)n1)Nc1ccc(Cl)cc1,8%,-1%,-2%,1.0,2%,1,1%,-1.4
CN(C(=O)CC1C(=O)NCCN1CC(c1ccccc1)c1ccccc1)C(C1CC1)C1CC1 (stereo not drawn),-18%,-6%,-4%,-0.1,-4%,0,-10%,-1.3
CCCCCCN1CCN(C2CN(Cc3ccc([N+](=O)[O-])cc3)S(=O)(=O)C2)CC1 (stereo not drawn),-3%,2%,3%,-1.3,-7%,-1,5%,-1.9

# Part of the list above in order of heavy-atom count, largest number first:
molecule,EPAC2 agonist,EPAC1 antag,PLK1 PBD block,IL-2 act,EPAC1 agonist,PI5P4K alpha inh,WRN helicase inh,CCT modulator
COc1ccc(OC)c(NC(=O)CSc2nc3scc(C)c3c(=O)[nH]2)c1,8%,-26%,-4%,0.3,-4%,-19,-8%,1.9
CCOn1c(=O)c(-c2ccc(C)cc2)[n+]([O-])c2ccccc21,6%,-7%,6%,-2.4,3%,2,2%,0.0
Cc1cc(C)n2nc(-c3cccc(Br)c3)cc2n1,6%,1%,-7%,-1.2,1%,17,9%,-0.1

# Sorted by value in EPAC1 antag (rising): some entries from above.
SMILES	EPAC1 antag	PLK1 PBD block	IL-2 act	PI5P4K alpha inh	WRN helicase inh	CCT modulator
O=C(N[C@H]1CCCCNC1=O)c1cc(COc2ccc(F)cc2F)on1	-24%	1%	-0.4	-6	1%	-1.8
CCCNS(=O)(=O)c1cccc(C(=O)NNC(=O)c2cc(C)oc2C)c1	-5%	1%	0.7	-7	-4%	-2.9
O=C(CSc1n[nH]c(-c2cccnc2)n1)Nc1ccc(Cl)cc1	-1%	-2%	1.0	1	1%	-1.4

# Assay outcomes from PubChem BioAssay.
